# Compound activity: PubChem, National Center for Advancing Translational Sciences (NCATS)
# p53 reactivator: re-activators of mutant p53; Potency, µM (titrated, usually from 92.2 µM), inactives show at the top dose activity change, positive = activation, actives largely listed as activators; 320,000 compounds, 0.063% hits; H1299 p53-A138V BP100-luciferase reporter, luminescence, 24 h; also: potency is read from the fitted curve at half-maximal effect; % of control where 0% means no effect; nearly all actives have a fitted effect of over 45% in size
#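 p53-null H1299 cells stably carrying temperature-sensitive p53-A138V and a BP100-luciferase reporter were pinned with compounds (4-point, 1:5 series) and held 24 hrs at 37 deg C. Luminescence was read 10 min after detection reagent.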
# a7 integrin act: integrin-mediated muscular dystrophy alleviation activation | alpha7betagal myoblasts, beta-gal FDG fluorescence, 48 h | Potency, µM (series often up to 38.3 µM), without a hit: at the highest dose activation, most hits filed as activators | 350,000 compounds, 0.064% hits;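 also: potency is read from the fitted curve at half-maximal effect; 100% = response of the positive control SU9516; nearly all actives have a fitted effect of over 60% in size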
#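 alpha7betagal+/- myoblasts (passage 13, 250/well) treated 48 h at 37C with compounds at 1:260 dilution of DMSO stock. Lysed, then beta-galactosidase activity read as FDG fluorescence (ex 480/em 540) after 30 min, with pre-read for autofluorescence.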
# MLL CXXC-DNA inh: inhibitors of human MLL CXXC domain-DNA interaction | Q03164 | MLL-CXXC / FITC-HOXA9 DNA fluorescence polarization | Potency, µM (series often up to 115 µM), inactives show at the top dose activity change, negative = inhibition, actives largely listed as inhibitors | 290,000 compounds, 0.037% hits | AID 2662; active = well fitted inhibition curve with a large enough effect in the polarisation, with a control signal flat, not every such curve was filed as active; inconclusive = small, poorly fitted or top-dose-only effect, or effect the other way, or a change in a side signal; inactive = no such curve, though single readings can be large or run the other way; the % refers to the polarisation; also: potency is read from the fitted curve at half-maximal effect
#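 Steps: dispense CXXC domain solution (7 uM) → pin compounds or unlabeled HOX-A9 DNA control → 5 min ambient → add FLSN-HOX-A9 solution (50 nM) → spin → 30 min ambient → fluorescence polarization. Tris pH 7.5/NaCl/DTT/BSA buffer.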
# AT treatment: potential ataxia-telangiectasia treatments restoring KAP-1 phosphorylation; […] A-T fibroblasts, KAP-1 phosphorylation AlphaLISA; neocarzinostatin DNA damage 30 min before lysis; Potency, µM (series often up to 57.5 µM), for the others: at the top dose activation, hits mostly activators; 320,000 compounds, 0.19% hits; also: potency is read from the fitted curve at half-maximal effect; % of control where 0% means no effect; nearly all actives have a fitted effect of over 45% in size
#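 hTERT-immortalized A-T patient fibroblasts ([…]), 500 cells/well in OPTI-MEM, 1% FBS, got compounds for 60 min, then NCS for 30 min at 37C. Lysates were then assayed for phospho-KAP-1 by AlphaLISA (anti-pKAP1 donor, anti-KAP1 acceptor beads), 6 hr at 25C.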
# TSG101-PTAP inh: blocks PTAP/TSG101 interaction to inhibit HIV-1 budding; Q99816; Fluorescence polarization, FITC-PTAP peptide / Tsg101 binding; Potency, µM (series often up to 115 µM), for inactives: top-dose activity change, negative = inhibition, actives largely listed as inhibitors; 340,000 tested, under 10 active; active = well fitted inhibition curve with a large enough effect in the main read-out, with a control signal flat, not every such curve was filed as active; inconclusive = small, poorly fitted or top-dose-only effect, or effect the other way, or a change in a side signal; inactive = no such curve, though single readings can be large or run the other way; also: potency is read from the fitted curve at half-maximal effect; % of control where 0% means no effect
# Target sequence (Q99816 whole entry, looked up): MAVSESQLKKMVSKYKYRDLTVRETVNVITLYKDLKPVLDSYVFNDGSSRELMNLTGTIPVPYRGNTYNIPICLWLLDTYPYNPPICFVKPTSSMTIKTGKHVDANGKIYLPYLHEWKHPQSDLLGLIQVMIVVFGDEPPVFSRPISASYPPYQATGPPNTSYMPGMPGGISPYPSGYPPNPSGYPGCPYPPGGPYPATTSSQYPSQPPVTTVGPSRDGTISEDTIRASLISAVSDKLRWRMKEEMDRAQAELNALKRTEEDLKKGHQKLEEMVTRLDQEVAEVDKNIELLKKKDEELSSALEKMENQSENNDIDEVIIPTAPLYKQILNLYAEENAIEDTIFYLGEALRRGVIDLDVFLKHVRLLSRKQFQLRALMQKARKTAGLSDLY
#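 FP read-out: FITC-PTAP peptide, 50 nM final, binding Tsg101 binding domain, 10 uM final; 20 min, r.t.; 10 mM HEPES pH 7.5, 0.15 M NaCl, 0.01% Tween 20, 3 mM EDTA, 0.1 mM TCEP.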
# B2AR arrestin: beta2AR (human) beta-arrestin recruitment activity; 330,000 compounds, 0.02% hits; Potency, µM (doses to about 46.1 µM), without a hit: at the highest dose activation, actives largely listed as activators; beta-arrestin recruitment to beta2AR, cell-based reporter;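 also: potency is read from the fitted curve at half-maximal effect; 0% = DMSO controls and full agonism = EC100 isoproterenol or metaproterenol; nearly all actives have a fitted effect of over 65% in size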
# Target sequence (P07550 whole entry, looked up): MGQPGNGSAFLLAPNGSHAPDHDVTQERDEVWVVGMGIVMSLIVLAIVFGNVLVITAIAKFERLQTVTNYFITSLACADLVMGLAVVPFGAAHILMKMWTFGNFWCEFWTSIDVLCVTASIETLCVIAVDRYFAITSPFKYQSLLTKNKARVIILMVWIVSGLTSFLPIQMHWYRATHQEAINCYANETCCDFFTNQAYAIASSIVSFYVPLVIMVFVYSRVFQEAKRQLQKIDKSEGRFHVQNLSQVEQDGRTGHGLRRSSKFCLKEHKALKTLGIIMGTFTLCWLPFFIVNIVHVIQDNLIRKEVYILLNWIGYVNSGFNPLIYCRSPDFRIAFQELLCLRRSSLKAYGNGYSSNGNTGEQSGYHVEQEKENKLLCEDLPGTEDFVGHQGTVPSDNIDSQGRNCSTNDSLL
# TCR activator: T cell receptor activation. primary human leukocytes, anti-CD3, IL-2 HTRF, 48 h. Potency, µM (doses to about 9.22 µM), without a hit: top-dose activation of IL-2 secretion, most hits filed as activators. 330,000 tested, under 10 active. AID 504894; also: % of control where 0% means no effect
#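 Primary human leukocytes were stimulated with a-CD3 beads plus compounds for 48 hr without co-stimulation; secreted IL-2 was quantified by HTRF using a-IL-2-K (europium cryptate) and a-IL-2-d2, excited at 320nm with acceptor emission read at 665nm.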
# BRCA1 expr act: BRCA1 expression activation | MCF7-BRCA1-FFLuc reporter, luminescence, 48 h; response scale: scaled: vehicle 0%, 10 µM genistein 100% | Potency, µM (top dose mostly 46.1 µM), inactives show at the top dose activation, actives largely listed as activators | AID 624202 | 380,000 compounds, 1.1% hits; also: potency is read from the fitted curve at half-maximal effect; nearly all actives have a fitted effect of over 80% in size; some results filed as inactive show a strong effect at the top dose
#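 Using MCF7 cells harboring a BRCA1 firefly luciferase reporter, plated 2 h before compound pinning, the screen measured luminescence after 48 h incubation. Responses were normalized to DMSO and 10 microM genistein, then fitted for concentration-effect.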
# ELG1 repair inh: blocks ELG1-dependent DNA repair in HEK293T cells. AID 504467. 330,000 compounds, 2.3% hits. Potency, µM (titrated, usually from 46.1 µM), inactives show top-dose activity change, negative = inhibition, actives largely listed as inhibitors. HEK293T ELG1-luciferase reporter, luminescence, 16 h; DNA damage induced by 5-fluorouridine; also: potency is read from the fitted curve at half-maximal effect; % is scaled to controls: 0 for no effect and ±100 for the full control effect; nearly all actives have a fitted effect of over 55% in size
#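 Step one: seed 2,000 cells per well. Step two: pin-transfer compound or DMSO alongside 5-fluorouridine. Step three: incubate 16 hr, 37 °C, 5% CO2. Step four: add ONE-Glo, wait 30 min, read luminescence.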
# TRPV1 ag: human TRPV1 agonism | TRPV1-expressing cells, Fluo-8 calcium influx, agonist mode | activation, % at 8.33 µM | 320,000 compounds, 0.19% hits; in the data active = activation above about 80%; inconclusive = between about 30% and that limit; also: 0% is about no effect
#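 Cells expressing TRPV1 were dye-loaded with Fluo-8 and read kinetically: 10 s baseline, 3 min after compound (agonist portion), then 2 min after EC20 capsaicin (allosteric enhancer portion). Calcium-bound dye fluorescence at 480/520 nm.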
# The depositor's hits bear a star; u = inconclusive; x = no result given; [ ] = dose if it differs, or a comment. Unless noted, calls follow the shape of the dose curve; as a rule, active = well fitted curve in the direction sought with a large enough effect; inconclusive = small, poorly fitted or top-dose-only effect, or another doubt; inactive = no such curve, though single readings can be large; an effect the other way counts as inactive or inconclusive.
SMILES,p53 reactivator,a7 integrin act,MLL CXXC-DNA inh,AT treatment,TSG101-PTAP inh,B2AR arrestin,TCR activator,BRCA1 expr act,ELG1 repair inh,TRPV1 ag
COc1ccccc1N1CCN(C(=O)C2CCCN(c3ncnc4c3nc3n4CCCCC3)C2)CC1 (stereo not given),-2%,25%,12%,17%,-1%,-0.1%,-1%,-33%,-12%,25
Cc1ccc(-c2nc3sc4c(N)ncnc4c3c3c2CCCC3)cc1,-9%,5%,-3%,-10%,2%,0.3%,7%,25%[1.84 µM],3%,0
Cc1ccsc1C(=O)N1CCCC(CCC(=O)N2CCN(c3ccccn3)CC2)C1 (stereo not given),-1%,12%,3%,-3%,-1%,-0.4%,4%,-14%,u,4
CCCCn1c(N)c(N(CCOC)C(=O)c2ccc(-c3ccccc3)cc2)c(=O)[nH]c1=O,-7%,26%,x,2%,-3%,-0.1%,-5%,-22%,1%,-4
CS(=O)(=O)N(CCc1ccccc1)CC(=O)N1CCN(Cc2ccccc2)CC1,-9%,5%,1%,-4%,-1%,-0.9%,-4%[46.1 µM],-25%,u,12
O=C1CC(NNC(=O)c2ccc(Br)cc2)C(=O)N1 (stereo not given),0%,7%,-1%,-8%,-2%,-0.9%,4%,0%,-4%,0
N#CC1(c2ccc(NC(=O)c3ccccc3F)cc2)CCCC1,u,u,6%,2%,-1%,-0.9%,-4%[46.1 µM],60%,u,u
O=C(O)c1cc(N/N=C/C(Cl)=C/c2ccccc2)ccc1Cl,-9%,-6%,1%,14%,-7%,0.2%,0%,u,u,-2
O=C(NCC1(N2CCCCC2)CCCCC1)c1ccc(NS(=O)(=O)c2ccccc2)cc1,3%,1%,x,0%,0%,-0.1%,-5%,-12%,u,7
COc1cccc(-c2nc(-c3ccc4c(c3)-c3ccccc3S4(=O)=O)c(-c3ccccc3)[nH]2)c1OC,-10%,16%,2%,11%,-7%,-0.5%,-1%[46.1 µM],-18%,2.6µM*,2
CC(C)(C)OC(=O)Nc1ccc([C@@H](NC(=O)OC(C)(C)C)C(=O)OC(C)(C)C)cc1,8%,-1%,x,2%,-1%,-0.1%,-3%,0%,6%,u
CCc1ccccc1NC(=O)CN(C)Cc1c(O)ccc2ccccc12,12%,-38%,98%[activator],-4%,-2%,0.1%,-2%,0%,-1%,10
CC(=O)Nc1cccc(-c2cn3ccccc3n2)c1,2%,u,5%,5%,-1%,-1.1%,-3%,76%,u,2
Cn1cc(SCC(=O)Nc2ccc3c(c2)OCO3)c2ccccc21,-1%,-26%,-4%,-2%,0%,-0.4%,1%,-8%,-15%,u
Nc1cc(N)nc(SCC(=O)Nc2ccccc2N2CCOCC2)n1,0%,-24%,-17%,-41%,-2%,-0.6%,7%,14%,8%,-1
O=C(N/N=C/c1cccc(O)c1)c1cc(-c2ccccc2)nc2ccccc12,1%,-9%,-2%,-3%,-6%,0.3%,-11%,-2%,u,0
CCCNC(=O)COC(=O)c1ccc(Cl)c(S(=O)(=O)N2CCCC2)c1,-2%,-5%,4%,x,-2%,0.0%,-5%,-13%,-7%,2
CC(C)CC(=O)NC(=S)NCc1ccccc1,18%,-19%,2%,16%,-3%,0.0%,2%[46.1 µM],-5%,-2%,29
Cc1ccccc1-c1nnc(CS(=O)(=O)c2ccccc2)o1,u,-20%,-4%,0%,2%,-0.2%,4%,u,u,-2
CCOC(=O)CCNCc1ccc(F)cc1,0%,21%,0%,2%,-3%,-0.1%,x,14%,7%,0
COc1cc(OC)c(NC(=O)CN(C)S(=O)(=O)c2ccc3[nH]c(=O)oc3c2)cc1Cl,-5%,3%,4%,1%,-2%,-0.1%,-1%,4%,12%,0
COc1ccc(C2CC3(CC(C)(C)NC(SC)=N3)Oc3cc(O)cc(C)c32)cc1 (stereo not given),1%,-46%[inhibitor],15%,9%,0%,5.6%,1%[46.1 µM],-61%,16%,-4
COc1ccccc1N1CCN(Cc2ccsc2)CC1,3%,50%,7%,4%,-3%,-0.3%,-3%,4%,0%,1
Cc1cc(Cl)cc(Cl)c1OCCOCCN(C)C,-12%,-45%[inhibitor],1%,-4%,0%,-2.4%,3%[46.1 µM],-2%,u,-3
COc1ccc(Cc2nc3ccc(C(=O)N(C)CC4COCCO4)cc3o2)cc1 (stereo not given),16%,-23%,5%,3%,0%,-0.1%,8%,u,u,10

# (continued)
SMILES,p53 reactivator,a7 integrin act,MLL CXXC-DNA inh,AT treatment,TSG101-PTAP inh,B2AR arrestin,TCR activator,BRCA1 expr act,ELG1 repair inh,TRPV1 ag
O=C(COc1ccccc1)NCC(=O)NC1=NCCS1,-12%,-6%,4%,4%,-7%,-1.0%,-3%,13%,8%,1
CC(=O)c1ccc(NC(=O)C2C3C=CC(O3)C2C(=O)O)cc1 (stereo not given),11%,u,9%,-9%,0%,-0.1%,4%,32%,19%,1
CCc1cc2c(=O)c(-c3ccc4c(c3)OCCO4)c(C)oc2cc1OS(C)(=O)=O,u,6%,27%,0%,1%,0.9%,5%[46.1 µM],-71%,23µM*,2
CCN(CC)S(=O)(=O)c1ccc2c(c1)c(=O)c(C(=O)N1CCc3ccccc3C1)cn2C,-4%,32%[7.66 µM],-6%,2%,-5%,0.0%,-1%,-15%,-3%,1
CCCCC(=O)Nc1c(-c2cccc(OC)c2)c(=O)c2ccccc2n1C,0%,12%,40%[activator],-5%,-7%,-0.4%,-10%,2%,9%,2
O=C(NC(=S)Nc1ccc2oc(=O)ccc2c1)c1ccco1,4%,2%,-5%,11%,-2%,-0.1%,-2%,22%,u,3
COc1ccc(Br)cc1CN(C)C(C)C(=O)Nc1cccc(C(C)=O)c1 (stereo not given),1%,-34%,7%,5%,-9%,-0.1%,1%,-14%,26µM*,u
O=C(NCc1ccc(-c2nc3ccccc3s2)cc1)c1cc2ccccc2o1,u,15%,-3%,6%,-1%,-0.9%,0%[46.1 µM],-2%,u,3
Cc1ccc(Sc2nnc(Cc3ccccc3)c3ccccc23)cc1,-21%,-56%[inhibitor],9%,u,-9%,-1.2%,3%,-72%,u,u
O=C(CSc1ncn[nH]1)N/N=C/c1ccc(F)cc1,x,-5%,x,x,-1%,x,0%,0%,x,x
CC(O)c1nc(C(C)O)n(CC(=O)c2ccccc2)n1 (stereo not given),4%,11%,x,7%,1%,0.0%,-1%,-5%,u,-3
CN(C)C(=O)c1ccc(NC(=O)c2ccccc2SCC(=O)N2CCCC2)cc1,-7%,11%,x,-5%,1%,-0.2%,3%,25%,u,-2
Cc1ccc(C(=O)N/C(=C/c2ccc(C(C)C)cc2)C(=O)NCCCN2CCOCC2)cc1,-5%,-11%,2%,1%,-4%,-0.6%,-6%,-10%,3%,5
COc1cnc(-c2ccccn2)nc1Sc1c(Cl)cccc1Cl,-4%,-10%,16%,3%,-11%,0.8%,-5%,-84%,u,4
C(=N\Nc1nc(Nc2ccccc2)nc(Nc2ccccc2)n1)/c1cccnc1,-5%,-17%,12%,-7%,0%,3.1%,1%,-13%,6.5µM*,u
O=c1c2ccccc2n2cnnc2n1-c1ccccc1,-3%,-18%,5%,5%,2%,-0.3%,-16%,11%,27%,3
CCOC(=O)CNC(=O)COc1coc(CN2CCN(Cc3ccccc3)CC2)cc1=O,-1%,8%,9%,-2%,5%,0.0%,-8%,-1%,3%,1
CCc1ccc(C(=O)c2cnc3ccc(OC)cc3c2N2CCN(CC)CC2)cc1,2%,5%,-10%,2%,1%,-0.3%,6%,-3%,2%,u
CC1C(=O)N2CCCc3cc(S(=O)(=O)N4CCN(c5ccc(F)cc5)CC4)cc1c32 (stereo not given),-4%,36%,6%,-7%,-5%,0.0%,-6%,-5%,4%,7
CCCCNC(=S)N(C)/N=C/c1ccc(OCC(=O)Nc2c(C)cc(C)cc2C)c(OC)c1,2%,u,1%,2%,-2%,-0.5%,0%[46.1 µM],-53%,u,0
Cc1ccc(C(=O)NCC(=O)Nc2ccncc2)cc1C,-9%,-5%,-10%,-1%,-1%,4.5%,-5%,3%,u,0
CC(=O)Nc1ccc(S(=O)(=O)N(C)CC(=O)OCC(=O)N2CCCCC2)cc1,6%,0%,x,3%,-8%,-0.1%,-2%,0%,10%,-1
Cc1oc(/C=N/NC(=O)CN(c2ccccc2Br)S(C)(=O)=O)cc1Br,-8%,-4%,-7%,-5%,-3%,-0.3%,7%,-13%,-4%,0
COc1ccc(CCNc2nc(=O)[nH]nc2C)cc1OC,-4%,3%[7.66 µM],1%,5%,2%,-0.1%,6%,-11%,-4%,-3
CCCN(CCC)CCCNC(=O)c1cc2c(=O)[nH]c3ccccc3c2s1,0%,-18%,5%,-1%,-2%,0.5%,1%,-9%,12%,-1
